Bioassay records as filed in PubChem.
EPAC1 ag – agonists of human EPAC1. Potency, µM (highest dose often 154 µM), inactives show at the highest dose activation, hits mostly activators. O95398. EPAC1 agonist qHTS, biochemical assay; response scale: 100% = response to 6.5 mM cAMP. actives 0.073% (n = 360,000); also: potency is read from the fitted curve at half-maximal effect; nearly all actives have a fitted effect of over 60% in size
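EPAC1 100 nM, Rap1B–BODIPY-GDP 250 nM, unlabeled GDP 50 uM; compound titration; 5 min RT; kinetic read ex480/em540 at 5-min intervals ×30 min; data normalized to 6.5 mM cAMP agonist control.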
PLK1 PBD block – blocks phosphopeptide binding to human PLK1 polo-box domain. Plk1 PBD binding of FITC phosphopeptide, fluorescence polarization. Potency, µM, inactives show max response, negative = inhibition, hits mostly inhibitors. AID 720504. actives 2.8% (n = 360,000). P53350; also: potency is read from the fitted curve at half-maximal effect; series mostly up to about 57 µM; % is scaled to controls: 0 for no effect and ±100 for the full control effect; nearly all actives have a fitted effect of over 65% in size
EPAC2 ag – activates human EPAC2 exchange factor. Q8WZA2. Potency, µM (series often up to 154 µM), inactives show top-dose activation, most hits filed as activators. EPAC2 activation, biochemical qHTS; response scale: 100% = 6.5 mM cAMP response. AID 720711. actives 0.079% (n = 360,000); also: potency is read from the fitted curve at half-maximal effect; nearly all actives have a fitted effect of over 50% in size
Target sequence (Q8WZA2 whole entry, looked up): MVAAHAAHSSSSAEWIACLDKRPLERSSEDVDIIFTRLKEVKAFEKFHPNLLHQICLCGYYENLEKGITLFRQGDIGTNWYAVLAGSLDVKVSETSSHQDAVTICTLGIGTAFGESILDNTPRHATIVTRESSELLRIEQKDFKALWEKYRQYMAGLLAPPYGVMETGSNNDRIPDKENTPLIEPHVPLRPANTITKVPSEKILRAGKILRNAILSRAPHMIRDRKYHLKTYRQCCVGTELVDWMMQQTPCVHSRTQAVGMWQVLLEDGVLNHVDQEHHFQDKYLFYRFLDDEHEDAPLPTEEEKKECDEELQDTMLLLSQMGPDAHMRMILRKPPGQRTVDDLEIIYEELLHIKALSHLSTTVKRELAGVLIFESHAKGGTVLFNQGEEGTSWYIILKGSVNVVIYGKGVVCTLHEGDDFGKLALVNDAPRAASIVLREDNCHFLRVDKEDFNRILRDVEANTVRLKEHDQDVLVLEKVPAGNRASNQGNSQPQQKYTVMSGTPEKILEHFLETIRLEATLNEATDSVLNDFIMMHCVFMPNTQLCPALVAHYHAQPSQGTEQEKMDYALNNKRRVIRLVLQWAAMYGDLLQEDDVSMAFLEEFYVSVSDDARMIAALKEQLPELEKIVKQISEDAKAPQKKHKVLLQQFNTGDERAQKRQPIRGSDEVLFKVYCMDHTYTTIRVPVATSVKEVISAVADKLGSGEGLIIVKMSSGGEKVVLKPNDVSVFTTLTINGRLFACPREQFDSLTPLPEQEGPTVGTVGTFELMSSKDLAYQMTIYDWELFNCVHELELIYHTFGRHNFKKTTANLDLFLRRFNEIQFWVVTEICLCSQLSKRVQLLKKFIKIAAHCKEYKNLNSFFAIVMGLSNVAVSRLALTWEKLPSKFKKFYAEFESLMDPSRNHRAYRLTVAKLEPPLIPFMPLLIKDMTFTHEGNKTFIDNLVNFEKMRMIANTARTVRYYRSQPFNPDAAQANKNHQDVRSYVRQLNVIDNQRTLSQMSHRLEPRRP
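EPAC2 (100 nM) mixed with Rap1B loaded with BODIPY-GDP (250 nM) plus 50 uM unlabeled GDP; compounds pinned in, 5 min RT, then read every 5 min for 30 min (ex 480, em 540 nm). Normalized to cAMP control.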
EPAC1 antagonist – blocks human EPAC1 exchange factor | O95398 | EPAC1 GEF assay, Rap1b-BODIPY-GDP exchange fluorescence | Potency, µM (top dose mostly 115 µM), without a hit: at the highest dose activity change, negative = inhibition, actives largely listed as inhibitors | actives 0.14% (n = 360,000);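 also: potency is read from the fitted curve at half-maximal effect; plate controls were vehicle for no effect and positive control for full effect; nearly all actives have a fitted effect of over 50% in size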
WRN helicase inh – inhibitors of human WRN helicase; Q14191; WRN helicase unwinding, fluorescent forked duplex, kinetic; Potency, µM (series often up to 114 µM), without a hit: top-dose activity change, negative = inhibition, usual class: inhibitors; actives 0.46% (n = 360,000); AID 651768; also: potency is read from the fitted curve at half-maximal effect; % is scaled to controls: 0 for no effect and ±100 for the full control effect; nearly all actives have a fitted effect of over 55% in size
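Fluorescence dequenching readout, ex 525 nm/em 598 nm, kinetic mode: forked duplex DNA (100 nM final) with adjacent fluorophore and quencher unwound by WRN (20 nM final) with 2 mM ATP. Compound preincubation 15 min, room temperature.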
CCT modulator – modulators of cytosolic chaperonin (CCT/TRiC) activity. purified chaperonin ATPase assay, HTRF ADP detection, 30 min. activity change, % (concentration not given with the values), hits read low. actives 0.3% (n = 360,000). AID 651819; in the data active = activity change below about -30%; also: % is scaled to controls: 0 for no effect and ±100 for the full control effect
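We incubate TRiC, 40 or 20 nM final, with library compounds at 76 uM and 10 uM ATP for 30 min at 37 °C. ADP formed is detected with Transcreener HTRF reagents after 30 min at room temperature.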
IL2 activator – activates IL-2 in a cell-based reporter assay; IL-2 activation reporter assay, cell-based qHTS; stimulated with anti-CD3/CD4/CD28 beads; in transgenic mouse T cells; activation, % (series mostly up to about 46 µM); actives 0.065% (n = 360,000); AID 652025; in the data active = activation above about 50%; inconclusive = mostly about 30% to 49%; also: 0% is about no effect
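First, unstimulated transgenic mouse T cells were exposed to compound for 60 min. Next, anti-CD3/anti-CD4-coated beads with anti-CD28 were added. Finally, after 18 h at 37 degrees C, EGFP and DsRed were imaged.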
PI5P4Ka inh – inhibitors of human PI5P4K alpha | P48426 | PI5P4Kalpha enzyme, ADP-Glo luminescence, 60 min; active compounds read low | max response, % | actives 1.2% (n = 330,000); active = max response of -50% or lower; inconclusive = between -30% and -50%; inactive = -30% or higher; also: value at the top dose of about 77 µM; % is scaled to controls: 0 for no effect and ±100 for the full control effect
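qHTS, 1536-well: enzyme/substrate mix, compound by pin tool, 5 microM ATP final; RT 60 min; ADP-Glo reagents 1 (45 min) then 2 (30 min); luminescence.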
Active calls of the source: *; ? = inconclusive; / = no result given; & = joins results of further samples; [ ] = dose if it differs, or a comment. Unless noted, calls follow the shape of the dose curve; as a rule, active = well fitted curve in the direction sought with a large enough effect; inconclusive = small, poorly fitted or top-dose-only effect, or another doubt; inactive = no such curve, though single readings can be large; an effect the other way counts as inactive or inconclusive.

Screens in order: EPAC1 ag, PLK1 PBD block, CCT modulator, PI5P4Ka inh, WRN helicase inh, EPAC1 antagonist, IL2 activator, EPAC2 ag
1. O=C(COC(=O)c1cc(=O)c2ccccc2o1)NC1CCCCC1
→ -1%, -18%, -0.9, 1, 5%, 6%, -2.8, 21%
2. Cc1ccc2nc(N3CCN(S(=O)(=O)c4ccc(C)c(Cl)c4)CC3)c(C#N)cc2c1
→ 5%, 6%, 1.8, /, -25%, 12%, ?, 7%
3. COc1ccccc1CN1C(=O)CN(C2CCCCCC2)C(=O)C1c1ccc(F)cc1 (stereo not given)
→ 17%, -6%, -2.1, /, 1%, -7%, -0.8, 10%
4. S=C(NCCc1ccccn1)Nc1ccccc1
→ 4%, -8%, 0.5, -8, 8%, -9%, 0.3, 11%
5. C[C@@H]1CN([C@@H](C)CO)C(=O)c2cc(NS(C)(=O)=O)ccc2O[C@@H](C)CCCCO[C@H]1CN(C)Cc1ccc2c(c1)OCO2
→ 12%, -14%, -3.2, -1, 2%, -16%, -1.1, 14%
6. O=C(OCC(=O)N1CCCC1=O)c1ccc(F)c(S(=O)(=O)N2CCOCC2)c1
→ -9%, -13%, -4.9, -3, -19%, -7%, 0.7, 18%
7. CN1C(=O)C(Cl)(Cl)C(=O)c2ccccc21
→ 9%, 12µM*, 1.4, -89*, ?, -10%, -4.0, -1%
8. S=c1[nH]nc(-c2ccccn2)n1/N=C/c1ccc(-c2ccccc2Br)o1
→ -6%, -25%, -1.7, -25, -10%, 1%, -0.1, 6%
9. COc1cc(OC)cc(C(=O)NCc2ccc(-n3cccc3)cc2)c1
→ -3%, -13%, -1.2, -7, -1%, -6%, -0.2, 6%
10. COc1ccc(-c2cnc3c(c2)C(=O)N([C@H](C)CO)C[C@@H](C)[C@@H](CN(C)C(=O)NC2CCCC2)O3)cc1
→ -14%, -2%, 1.1, -3, 5%, 9%, -2.8, 9%
11. Oc1cccc2ccc(/C=C/c3cccs3)nc12
→ 17%, -1%, -1.3, /, -10%, 6%, 1.7, 15%
12. CC(C)C(NC(=O)c1ccccc1NC(=O)C(C)(C)C)C(=O)N1CCOCC1 (stereo not given)
→ 0%, -8%, 0.1, 5, -33%, -5%, 0.9, -4%
13. Cc1cc(C)cc(NC(=O)Cn2c(-c3ccccc3Cl)nc3ccccc32)c1
→ -4%, -3%, -4.9, -6, -2%, -14%, 0.0, -8%
14. CC(Sc1ccc2ccccc2c1)C(=O)NC(N)=O (stereo not given)
→ -5%, -21%, 1.7, 2, -23%, -1%, -1.3, 5%
15. Cn1c(SCC(=O)NC(=O)c2cccc([N+](=O)[O-])c2)nnc1-c1ccc(F)cc1
→ 0%, -7%, 1.6, -15, -5%, -2%, 2.3, -1%
16. Cn1cc(CN2CCN(CCc3ccccc3)C(CCO)C2)cn1 (stereo not given)
→ 16%, -10%, -3.0, 5, -10%, 6%, 0.2, 4%
17. Cn1cnc([N+](=O)[O-])c1S(=O)(=O)Nc1ccccc1
→ 10%, -6%, -2.3, -1, -8%, -10%, -0.7, 16%
18. O=[N+]([O-])c1cccc(S(=O)(=O)N2CCN(c3ccccn3)CC2)c1
→ -1%, -10%, -10, -4, 8%, -12%, 0.5, 5%
19. Cc1ccccc1CN1C(=O)CSCC1(C)C(=O)Nc1c(C)cccc1C (stereo not given)
→ -1%, -4%, /, 2, 3%, -3%, 1.5, 3%
20. C[C@@H]1NS(=O)(=O)c2cc(Cl)ccc2O[C@@H]1c1ccccc1
→ -3%, -10%, -2.3, 2, 0%, ?, -0.3, 23%
21. COC(=O)c1cc(-c2cccc(OC)c2)on1
→ 2%, 2%, -0.5, -6, -3%, -2%, 0.0, -1%
22. CSc1ccc(/C=N/NC(=O)c2ccccc2Cl)cc1
→ 2%, -12%, -3.3, 0, 0%, -7%, 0.5, 16%
23. O=C(Nc1ccccc1)c1cc(S(=O)(=O)NCc2ccncc2)ccc1Cl
→ 0%, -1%, -0.7, 2, -11%, 7%, -3.3, 3%
24. O=C(c1cccnc1)N1CCN(C(=O)c2cccc(Cl)c2)CC1
→ -3%, -11%, 2.8, 2, -30%, 3%, 0.6, 4%
25. C=CCc1ccccc1OCC(O)CN1CCN(c2ccccc2OC)CC1 (stereo not given)
→ 1%&-3%, 2%&-1%, 2.1&-0.2, 3, -10%&-2%, 11%&-7%, -1.0&0.9, 10%&-1%
26. CC1CCCN(C(=O)CSCC(=O)N=c2sc3ccccc3n2C)C1 (stereo not given)
→ 2%, -6%, -0.9, -8, -20%, 2%, -0.1, 0%
27. N#Cc1cnn(-c2ccccc2)c1NC(=O)c1ccccc1F
→ 0%, -5%, -2.6, 2, -9%, -12%, -0.3, 2%
28. O=C(NNC1=NCCN1Cc1ccccc1)c1cccc(C(F)(F)F)c1
→ -2%, 4%, 2.8, 7, -26%, 17%, 1.5, 0%
29. Cc1noc(C)c1COc1ccc(C(=O)OCC(=O)Nc2cccc(S(=O)(=O)N3CCOCC3)c2)cc1
→ 10%, -5%, 0.9, 4, 1%, -17%, -0.7, 5%
30. Cc1nn(-c2ccccc2)c2nc(C(F)(F)F)[nH]c(=O)c12
→ 17%, -1%, -0.9, 0, 5%, 1%, 1.0, -10%
31. O=C1NC(=O)/C(=C/c2ccco2)N1
→ -4%, /, /, /, /, 1%, 0.8, 9%
32. CSc1nc(Oc2ccccc2)c2sccc2n1
→ 8%, 0%, 0.6, 10, -6%, -5%, 0.3, 15%
33. CCOC(=O)CSC1=C(C#N)C(c2ccccc2OC)CC(=O)N1 (stereo not given)
→ -10%, -11%, -0.9, 3, 3%, 4%, -3.5, 1%
34. O=C1C=C(Nc2ccc(Cl)cc2Cl)CC(c2ccco2)C1 (stereo not given)
→ -2%, -7%, 0.1, -3, -5%, -8%, -6.1, 1%
35. O=C1N=c2ccc(Br)cc2=C1c1sc(=S)n(NS(=O)(=O)c2ccccc2)c1O
→ -1%, 24µM*, 1.1, -98*, -20%[11.6 µM], -16%, 0.0, -10%
36. CCOC(=O)/C=c1\s/c(=C\c2ccc3c(c2)OCCO3)c(=O)n1CC(=O)NCC1CCCO1 (stereo not given)
→ 4%, 6%, -1.2, -1, 1%, -4%, -0.7, -11%
37. CC(=O)c1ccc(OCc2cc(C(=O)N(C)Cc3ncc(C)[nH]3)no2)cc1
→ 6%, -2%, 0.2, 0, -14%, 2%, 1.6, 8%
38. COc1ccc(NS(=O)(=O)c2ccc(C)c(C(=O)NCC(c3cccs3)N3CCOCC3)c2)cc1 (stereo not given)
→ 3%, -2%, -0.2, 9, 1%, -1%, -2.7, 2%
39. COc1ccc(CCN(C)C2CCCN(C(=O)CCC(F)(F)F)C2)cc1OC (stereo not given)
→ -3%, -7%, -0.9, 1, -17%, -4%, 1.6, -4%
40. CC1CCN(S(=O)(=O)N2CCCC(C(=O)NCc3ccccc3Cl)C2)CC1 (stereo not given)
→ -10%, -1%, -0.4, -6, 20%, 13%, -0.3, -10%

11 entries from above in another layout:
#	Compound	EPAC1 ag	PLK1 PBD block	CCT modulator	PI5P4Ka inh	WRN helicase inh	EPAC1 antagonist	IL2 activator	EPAC2 ag
30	Cc1nn(-c2ccccc2)c2nc(C(F)(F)F)[nH]c(=O)c12	17%	-1%	-0.9	0	5%	1%	1.0	-10%
31	O=C1NC(=O)/C(=C/c2ccco2)N1	-4%	/	/	/	/	1%	0.8	9%
32	CSc1nc(Oc2ccccc2)c2sccc2n1	8%	0%	0.6	10	-6%	-5%	0.3	15%
33	CCOC(=O)CSC1=C(C#N)C(c2ccccc2OC)CC(=O)N1 (stereo not given)	-10%	-11%	-0.9	3	3%	4%	-3.5	1%
34	O=C1C=C(Nc2ccc(Cl)cc2Cl)CC(c2ccco2)C1 (stereo not given)	-2%	-7%	0.1	-3	-5%	-8%	-6.1	1%
35	O=C1N=c2ccc(Br)cc2=C1c1sc(=S)n(NS(=O)(=O)c2ccccc2)c1O	-1%	24µM*	1.1	-98*	-20%[11.6 µM]	-16%	0.0	-10%
36	CCOC(=O)/C=c1\s/c(=C\c2ccc3c(c2)OCCO3)c(=O)n1CC(=O)NCC1CCCO1 (stereo not given)	4%	6%	-1.2	-1	1%	-4%	-0.7	-11%
37	CC(=O)c1ccc(OCc2cc(C(=O)N(C)Cc3ncc(C)[nH]3)no2)cc1	6%	-2%	0.2	0	-14%	2%	1.6	8%
38	COc1ccc(NS(=O)(=O)c2ccc(C)c(C(=O)NCC(c3cccs3)N3CCOCC3)c2)cc1 (stereo not given)	3%	-2%	-0.2	9	1%	-1%	-2.7	2%
39	COc1ccc(CCN(C)C2CCCN(C(=O)CCC(F)(F)F)C2)cc1OC (stereo not given)	-3%	-7%	-0.9	1	-17%	-4%	1.6	-4%
40	CC1CCN(S(=O)(=O)N2CCCC(C(=O)NCc3ccccc3Cl)C2)CC1 (stereo not given)	-10%	-1%	-0.4	-6	20%	13%	-0.3	-10%

The results go on:
Screens in order: EPAC1 ag, PLK1 PBD block, CCT modulator, PI5P4Ka inh, WRN helicase inh, EPAC1 antagonist, IL2 activator, EPAC2 ag
41. CS(=O)(=O)c1ccc(Cl)c(NC(=O)c2cccc(-n3cnnn3)c2)c1
→ 12%, -5%, 2.5, -4, -6%, 6%, 0.4, 0%
42. O=C(/C=C/c1ccccc1)NC(=S)Nc1ccc2c3c(cccc13)CC2
→ -1%, -7%, -2.1, -2, 6%, 3%, 0.4, 2%
43. O=C(COC(=O)c1ccc([N+](=O)[O-])s1)Nc1ncc(C(F)(F)F)cc1Cl
→ 1%, ?, -1.6, -26, -8%[57.1 µM], 3%, 1.3, -3%
44. O=S(=O)(Nc1nc2ccccc2s1)c1cnc(Cl)c(Br)c1
→ -2%, ?, 0.8, -5, -4%, 8%, 2.5, -10%
45. O=C(CN1CCN(S(=O)(=O)c2ccccc2)CC1)NCc1ccccc1
→ 3%, 1%, -0.7, -2, 0%, -1%, 9.1, 3%
46. CCOc1cc(S(=O)(=O)N2CCCCC2)ccc1F
→ -6%, -10%, -1.1, /, 7%, 6%, 0.6, -5%

Results in sequence from the list.
EPAC1 ag, nos. 41–46 → 12%, -1%, 1%, -2%, 3%, -6%
PLK1 PBD block, nos. 41–46 → -5%, -7%, ?, ?, 1%, -10%
EPAC2 ag, nos. 41–46 → 0%, 2%, -3%, -10%, 3%, -5%

A portion of the library; count on the stated rates, not on these rows.
